Source: PubChem BioAssay (NCI)
All columns: NCI-60 one-dose screen, growth in % after 48 h at 10 µM unless noted; 100 = growth as untreated, 0 = no growth, -100 = all killed.
SF-539 – SF-539 CNS cancer. AID 1794752. 81,000 tested, 6.8% active
HCC-2998 – HCC-2998 colon cancer. 79,000 tested, 4.7% active
SNB-19 – SNB-19 CNS cancer cells; 81,000 tested, 2.5% active
SNB-75 – SNB-75 CNS cancer. 79,000 tested, 5% active. AID 1794750
U251 – U251 CNS tumor cells. 80,000 tested, 5.4% active. AID 1794753
SF-268 – SF-268 CNS cancer cells. 82,000 tested, 3.1% active
PC-3 – PC-3 prostate cancer cells; 80,000 tested, 3.9% active; AID 1794754
SF-295 – SF-295 CNS cancer cells. 79,000 tested, 5.6% active. AID 1794758
Starred values were filed as active, the others as inactive; x = no result given; & = joins results of further samples. Rule for the calls: active = growth percent below 10; inactive = the rest.

SMILES	SF-539	HCC-2998	SNB-19	SNB-75	U251	SF-268	PC-3	SF-295
Nc1ncnc2c1N=C(c1ccc(Br)cc1)CC(c1cccc(Nc3ccnc4cc(C(F)(F)F)ccc34)c1)N2 (stereo not drawn)	71	67	71	66	51	55	39	52
COc1ccc2c(c1)c(-c1nc(-c3cn(C)c4ncccc34)cs1)cn2C(=O)OC(C)(C)C	86	99	104	103	92	105	76	89
Clc1ccccc1/C=C/c1nn2c(-c3cccc(Br)c3)nnc2s1	97	96	93	86	103	101	97	91
Cc1cc(N=C2NC(=O)CS2)n[nH]1	98	112	103	107	110	96	100	101
CC(CC(CCC(CC(C)CC(C)(C)C)N(C)C)N(C)C)CC(C)(C)C (stereo not drawn)	94	44	100	79	80	76	75	112
CN(C)C(=O)c1ncc(-c2ccc(C(F)(F)F)cc2)c(NC2CCCCCC2)n1	105	105	99	91	94	104	104	102
COc1ccc(Nc2nnc(-c3ccc(F)cc3)o2)cc1	97	103	94	84	91	93	93	96
Cc1ccc(NC(=O)N/N=C/c2c[nH]c3ccccc23)cc1	94	97	95	104	101	94	103	99
COc1ccc(Cl)cc1N1C(=N)/C(=C2\Nc3ccccc3S2)CC1=O	106	x	87	92	99	105	55	110
COc1cc(CNC(=O)CCCC/C=C/C(C)C)ccc1C(=O)NN	91	112	100	82	94	101	99	100
OC1(c2ccccc2)CC(c2ccccc2)c2ccccc2O1 (stereo not drawn)	103	103	96	76	100	91	76	109
NC1=Nc2c(sc(S)c2-c2nc3ccccc3s2)C(=O)OC1	90	103	90	91	92	105	77	92
CCCCC[n+]1ccc(SCC(=O)N(C)c2cccc3ccccc23)c2ccccc21	105	103	98	109	101	116	93	98
O=[N+]([O-])c1ccccc1-c1ccccc1[N+](=O)[O-]	109	102	99	93	114	102	84	103
Cc1ccc(C2=NN(c3nc(-c4cc5ccccc5oc4=O)cs3)C(c3ccc(C)cc3)C2)cc1 (stereo not drawn)	94	118	95	96	100	120	100	100
CCOC(=O)C1(C(=O)OCC)NC(=O)CC1CC(C)C (stereo not drawn)	103	121	102	82	113	96	x	87
O=C(O)/C=C/c1ccccc1Cl	99&96	100&107	110&94	75&96	102&102	100&103	104&102	99&99
Cc1cnc(C)[nH]1	101	83	98	98	100	103	89	102
Cc1ccn2c(NC3CCCCC3)c(-c3ccc(C)o3)nc2c1	101	101	98	93	92	108	63	93
CCOC(=O)N1CCC2(CC1)C[C@](C)(C(C)=O)C(C)O2 (stereo partly drawn)	104	115	104	99	99	98	92	104
COc1ccc2[nH]c(=O)c(CN3CCN(c4nccc(-c5ccc6ccccc6c5)n4)CC3)cc2c1	101	99	79	112	74	86	53	89
C[C@]12CC[C@@H]3c4ccc(O)cc4CC[C@H]3[C@@H]1CC[C@@H]2NS(=O)(=O)c1cccc(OC(F)(F)F)c1	76	58	76	52	x	52	21	29
COc1ccc(C(=O)Nc2ccc(OS(N)(=O)=O)cc2)cc1	100	101	102	109	109	102	104	96
COC(=O)c1c(C(=O)OC)c2n(CC(=O)Nc3cccc4cccnc34)c3ccccc3n2c1C(=O)c1ccc(C)cc1	106	103	91	101	98	97	83	95
COc1ccc(C2=C(C#N)C(N)=NN3C(=N2)C(c2nc4ccccc4s2)=Cc2cc(Br)ccc23)c(OC)c1	100	97	91	90	88	97	69	98

The list goes on; it opens with the three that closed the last part.
SMILES	SF-539	HCC-2998	SNB-19	SNB-75	U251	SF-268	PC-3	SF-295
COc1ccc(C(=O)Nc2ccc(OS(N)(=O)=O)cc2)cc1	100	101	102	109	109	102	104	96
COC(=O)c1c(C(=O)OC)c2n(CC(=O)Nc3cccc4cccnc34)c3ccccc3n2c1C(=O)c1ccc(C)cc1	106	103	91	101	98	97	83	95
COc1ccc(C2=C(C#N)C(N)=NN3C(=N2)C(c2nc4ccccc4s2)=Cc2cc(Br)ccc23)c(OC)c1	100	97	91	90	88	97	69	98
N#CCC(C(=O)c1cccnc1)c1ccccc1 (stereo not drawn)	103	119	107	87	110	98	107	101
CCN(CC)CCCNc1cccc2ccc(OC)nc12	99	95	98	92	104	99	95	102
CC(C)OCCc1cccc[n+]1[O-]	104	105	107	88	x	111	95	101
COc1cc2occ(-c3cc(OC)c4c(c3)OCO4)c(=O)c2cc1OC	92	80	x	84	96	96	88	102
O=C1CN(Cc2ccncc2)C(=O)[C@H](Cc2c[nH]c3ccccc23)N1	101	105	106	92	99	99	82	108
NC(=O)c1ccccc1NC(=O)COc1ccc(Cl)cc1	92	86	96	83	97	100	93	75
Cc1nc(-c2ccccc2)ccc1-c1nnc(SCC(=O)c2ccccc2)o1	97	106	95	97	103	110	99	97
Cc1nc2ccccc2c(=O)n1Cc1nncs1	108	139	102	89	107	103	93	98
Cc1nnc(Nc2ccc(NC(=O)Nc3ccc(Cl)cc3)cc2)c2ccccc12	16	40	x	68	5.4*	49	23	4.8*
O=S(=O)(O)c1ccc(O)c2ccccc12	92	114	98	88	107	98	92	119
O=C(O)c1cn(C2CC2)c2cc(N3CCN(C(=O)CN4C(=O)CSC4=O)CC3)c(F)cc2c1=O	89	115	100	45	115	84	91	106
O=C(N=Nc1c(O)[nH]c2ccccc12)Nc1ccccc1Cl	96	78	91	82	92	97	92	94
O=C(O)/C=C/C(=O)Nc1ccc(I)cc1	98	110	95	86	107	104	102	96
Nc1ccccc1-c1cc2c(c3c1[nH]c1ccccc13)CCCCCCCCC2	110	98	105	102	99	87	83	104
CC1=C(C(=O)c2cnccn2)C(c2ccc(O)cc2)NC(=O)N1 (stereo not drawn)	102	100	100	100	108	97	102	102
O=c1cc(O)cc2n1CCC2	102	103	103	x	105	102	101	94
COc1ccc(-c2nc3c(c(-c4ccccc4)nn3-c3ccccc3)c(-c3ccc(N4CCCCC4)cc3)c2C#N)cc1	102	104	99	94	98	98	90	94
CCSCCC(NC(C)=O)/C(C)=N/NC(N)=S (stereo not drawn)	97	102	99	91	100	97	94	99
Cc1cc([N+](=O)[O-])c(Cl)cc1N	109	91	93	95	105	118	95	108
N#Cc1c(-c2ccc(F)cc2)nc(N=Nc2c(O)[nH]c3ccc(Cl)cc23)nc1N1CCOCC1	3.0*	97	40	-6.9*	16	41	61	14
CC(C)(C)c1ccc(S(=O)(=O)Nc2ccc(NC(=O)C34CC5CC(CC(C5)C3)C4)cc2)cc1	104	105	103	102	94	110	75	101
COc1cc2nc(Cl)nc(Nc3cccc(C4=NN(C=O)C(c5cc(OC)c(OC)c(OC)c5)C4)c3)c2cc1OC (stereo not drawn)	90	105	88	55	89	89	76	86
Clc1ccc(CN2CCO[C@H](COc3cccc(Cl)n3)C2)cc1	108	107	105	114	101	106	100	100
Cc1ccc(Nc2nc(-c3ccc(F)cc3)c(C#N)c(=O)n2C)cc1	65	86	56	30	68	67	68	79
CNc1sc(S(=O)(=O)c2ccc(C)cc2)nc1S(=O)(=O)c1ccc(C)cc1	100	113	93	105	103	100	107	101

The list continues.
SMILES	SF-539	HCC-2998	SNB-19	SNB-75	U251	SF-268	PC-3	SF-295
O=C(OCCBr)c1ccc(Cl)c([N+](=O)[O-])c1	102	43	39	104	-32*	100	70	x
CCC(=O)c1c(C(=O)OC)c(C(=O)OC)c2c3ccccc3c3ccccc3n12	102	124	107	105	108	109	73	98
NS(=O)(=O)c1ccc(N2N=C(c3ccc(NC(=O)Nc4ccccc4)cc3)CC2c2ccc(Cl)cc2)cc1 (stereo not drawn)	69	70	68	59	54	87	44	85
COc1ccc(-c2nn(-c3cccc(Cl)c3)cc2C2CC(c3cccs3)=NN2)cc1 (stereo not drawn)	106	99	105	101	104	100	94	x
O=C(N/N=C/c1ccncc1)c1ccccc1Nc1cccc(C(F)(F)F)c1	112	78	72	76	87	69	76	95
CC(=O)NC(N)=S	107	100	101	x	105	110	93	101
CCN1CCN(Cc2cn(-c3ccc(S(N)(=O)=O)cc3)nn2)CC1	99	106	105	96	109	103	98	105
O=[N+]([O-])c1ccc2c(c1)oc1ccccc12	104	114	104	146	89	107	98	103
O=C(c1ccc(Cl)cc1)C1[C@H](c2ccc(Cl)cc2)[C@@H](c2ccccc2)NC12C(=O)Nc1ccc(Br)cc12 (stereo partly drawn)	60	13	60	44	28	34	13	35
Cc1cc2c(cc1Cl)C(=O)/C(=C/c1ccccc1)O2	-98*	64	35	53	8.2*	64	30	25
CC1=C(c2cc(-c3ccccc3O)c(C#N)c(=O)[nH]2)C(c2ccccc2)NC(=S)N1 (stereo not drawn)	82	115	90	109	93	100	90	93
CCCCc1nc(Cl)c(C2CC(c3ccc(Cl)cc3)=NN2c2ccc(Cl)cc2)[nH]1 (stereo not drawn)	92	111	93	94	100	86	92	91
Cc1cccc(C)c1NC(=S)N(C)C	116	99	104	95	100	94	101	104
Clc1ccc2ncccc2c1	97	115	110	104	98	91	93	103
C1CN(C[C@H]2CO[C@H](CN3CCOCC3)CO2)CCO1	103	117	104	93	106	110	88	122
Sc1ccccc1N=Cc1cccs1	94	103	103	89	101	107	86	98
CC12CC3(C)CC(C)(C1)CC(C(Cl)C(=O)O)(C2)C3 (stereo not drawn)	84	104	99	87	101	103	95	97
Cc1ccc2sc3c(c2c1)Oc1ncnc(N)c1C3c1ccc(Cl)cc1 (stereo not drawn)	91	111	89	82	83	77	65	98
COC(=O)/C(CCC=C(C)C)=C1\[C@@H](OC(C)=O)C[C@@]2(C)[C@H]1CC(N)[C@H]1[C@@]3(C)CCC(N)[C@@H](C)[C@@H]3CC[C@@]12C (stereo partly drawn)	83	104	87	76	86	82	47	101
Nc1c(Cl)cc(Br)c(Cl)c1Br	109	97	103	109	104	120	116	95
COc1cc(-c2nc3ccc(-c4nnc(SCC(=O)Nc5ccc(C(C)=O)cc5)o4)cc3[nH]2)cc(OC)c1OC	98	112	100	97	103	111	93	101
COC(=O)C[C@@H]1CC=CC(=O)/C1=C(O)/C=C/c1ccccc1	-39*	-95*	2.8*	x	-67*	22	3.4*	-15*
CC(C)(C)c1ccc([I+]c2ccc(C(C)(C)C)cc2)cc1	21	13	14	19	3.3*	1.4*	0.2*	24
C[C@@H]1O[C@H](/C=C\c2ccc(F)cc2)[C@@H](O)[C@H]1O	96	104	103	90	102	108	100	111
O=C(Nc1ccc(I)cc1)c1cc([N+](=O)[O-])ccc1O	20	16	35	57	31	39	15	34

Remaining list, next part.
SMILES	SF-539	HCC-2998	SNB-19	SNB-75	U251	SF-268	PC-3	SF-295
CCOC(=O)C(C(=O)OCC)C(C)(C)Cc1ccccc1	106	114	105	85	92	104	85	113
CCOC(=O)CCCCN1C(=O)S/C(=C\c2cccc([N+](=O)[O-])c2)C1=O	102	107	99	105	97	99	91	101
OC[C@@H](O)C(O[C@@H]1O[C@H](CO)[C@H](O)[C@H](O)[C@H]1O)[C@H](O)[C@@H](O)CO (stereo partly drawn)	101	96	107	99	98	109	87	96
C=CCOc1c(C)cc(C#N)cc1C	93	103	103	86	102	101	103	98
Cc1ccc(-n2nc3c(c(C#N)c2=O)CC(c2ccoc2)C([N+](=O)[O-])=C3O)cc1 (stereo not drawn)	104	108	100	95	98	108	114	106
COc1ccc(-c2nc(-c3cccnc3)[nH]c2-c2ccc(OC)cc2)cc1	96	98	59	73	77	82	78	85
COc1cccc2cc(C(C)C(=O)OCc3cn(-c4cc5ccccc5oc4=O)nn3)ccc12 (stereo not drawn)	106	114	98	98	102	101	87	102
Cc1cc(C)n(/N=C/c2ccccc2)c(=O)c1C#N	100	107	118	101	x	104	99	97
CC(C)c1ccc2c(c1)CCC1C2CCCC1(C)NCc1ccccc1 (stereo not drawn)	90	-91*	104	85	48	79	85	97
NNC(=O)C(=O)NN	x	x	102	87	95	109	99	97
C=CCN1C(=O)/C(=C/c2ccc(N(C)C)cc2)SC1=Nc1ccc(Cl)c(Cl)c1	94	86	90	87	93	91	77	86
Cc1ccc(NC(=O)CSc2nnc(-c3ccc(NC(=O)c4cccnc4)cc3)o2)cc1	60	113	101	105	91	110	106	97
COc1ccc(CCC2NCCc3c(Br)c4c(c(OC)c32)OCO4)cc1 (stereo not drawn)	-39*	-23*	12	-4.4*	7.1*	20	26	4.9*
CC1(C)O[C@@H]2CC3C4CCC5=CC(=O)C=C[C@]5(C)[C@@]4(F)[C@@H](O)C[C@]3(C)[C@]2(C(=O)CO)O1 (stereo partly drawn)	x	102	102	127	112	113	101	124
CC(=O)OCCN1C(=O)c2ccccc2C1=O	108	x	96	90	102	99	97	98
COc1cc(C2NC(c3ccc(Cl)cc3)C(C)C(=NC(=O)c3cnccn3)C2C)cc(OC)c1OC (stereo not drawn)	90	129	87	91	78	97	89	106
COc1ccc(-c2cc(-c3cc(OC)c(OC)c(OC)c3)c(C#N)c(N)n2)cc1OC	83	95	93	73	93	85	88	100
CC(C)(C)c1ccc(OCCOCCCl)c(Cl)c1	99	93	101	99	86	93	93	105

Ordered by count of non-hydrogen atoms (rising): some entries from above
SMILES	SF-539	HCC-2998	SNB-19	SNB-75	U251	SF-268	PC-3	SF-295
Cc1cc(C)n(/N=C/c2ccccc2)c(=O)c1C#N	100	107	118	101	x	104	99	97
OC[C@@H](O)C(O[C@@H]1O[C@H](CO)[C@H](O)[C@H](O)[C@H]1O)[C@H](O)[C@@H](O)CO (stereo partly drawn)	101	96	107	99	98	109	87	96
CC(C)c1ccc2c(c1)CCC1C2CCCC1(C)NCc1ccccc1 (stereo not drawn)	90	-91*	104	85	48	79	85	97
COc1ccc(-c2nc(-c3cccnc3)[nH]c2-c2ccc(OC)cc2)cc1	96	98	59	73	77	82	78	85
COc1ccc(-c2cc(-c3cc(OC)c(OC)c(OC)c3)c(C#N)c(N)n2)cc1OC	83	95	93	73	93	85	88	100
COc1cccc2cc(C(C)C(=O)OCc3cn(-c4cc5ccccc5oc4=O)nn3)ccc12 (stereo not drawn)	106	114	98	98	102	101	87	102
COc1cc(C2NC(c3ccc(Cl)cc3)C(C)C(=NC(=O)c3cnccn3)C2C)cc(OC)c1OC (stereo not drawn)	90	129	87	91	78	97	89	106

The order is random. Share with any hit: about 10%.
